Source: PubChem
TAAR1 antagonist: human TAAR1 antagonism | inhibition, % at 3 µM | Q96RJ0 | CHO RD-HGA16 TAAR1, Fluo-8 calcium fluorescence, antagonist | actives 1.5% (n = 360,000);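 active means inhibition above a per-plate cutoff, the mean inhibition of test compounds on that plate plus 3 SD, cut at about 49% in these data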;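 further: 0% = DMSO plus EC80 beta-PEA response and 100% = DMSO alone without agonist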
Target sequence (Q96RJ0 whole entry, looked up): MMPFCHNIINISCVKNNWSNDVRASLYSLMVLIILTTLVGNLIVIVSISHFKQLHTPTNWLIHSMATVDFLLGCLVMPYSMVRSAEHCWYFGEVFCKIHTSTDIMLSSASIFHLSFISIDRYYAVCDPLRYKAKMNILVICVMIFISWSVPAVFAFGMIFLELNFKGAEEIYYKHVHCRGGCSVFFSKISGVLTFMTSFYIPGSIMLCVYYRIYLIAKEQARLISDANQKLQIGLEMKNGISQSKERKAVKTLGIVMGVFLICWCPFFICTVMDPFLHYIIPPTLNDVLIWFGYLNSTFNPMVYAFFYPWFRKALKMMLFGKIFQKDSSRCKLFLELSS
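Test system: CHO RD-HGA16 cells bearing hTAAR1 | Reagent: β-PEA, EC80 | Compound dosing: 3 µM, single point | Schedule: Dye loading 75 min at 37 °C, then 30 min room temperature | Signal: Calcium fluorescence with Fluo-8 | Evaluation: Percent inhibition of PEA-evoked calcium signal, max/basal emission ratio | Control set: DMSO-only wells and EC80 β-PEA-stimulated wells | Repeats: Singlicate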
M1 PAM parental: M1 PAM counterscreen hit in parental CHO-K1 cells | ATP EC20, Fluo-8 calcium fluorescence; 0% at ATP EC20, 100% at ATP max | activation, % at 3 µM | actives 0.02% (n = 360,000) | AID 602247;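 active means activation above the run cutoff, the mean activation of all test compounds plus 3 SD, cut at about 40% in these data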;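 further: peak over basal fluorescence ratio in a 140 s read after ATP addition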
CHO parental Ca: signal in parental CHO cells, OX1R antagonist counter-screen | parental CHO-K1, ATP-induced calcium, Fluo-8 fluorescence | inhibition, % at 5.6 µM | actives 0.63% (n = 330,000);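 active means inhibition above that plate's mean sample inhibition plus 3 SD, cut at about 26% in these data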;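 further: 0% = ATP-challenged DMSO wells and 100% = DMSO wells without ATP; some compounds past the cut are filed as inactive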
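Test system: untransfected parental CHO cell line. Compound: one dose, 5.6 µM nominal. Detection: intracellular calcium via Fluo-8 no-wash fluorescent dye. Measure: % inhibition. Benchmarks: ATP-challenged DMSO wells low, unchallenged DMSO wells high.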
OXTR potentiator: potentiators of human oxytocin receptor | P30559 | CHO-OTR cells, Fluo-8 calcium fluorescence, potentiator mode; 0% = oxytocin EC15, 100% = EC100 | activation, % at 3 µM | actives 0.061% (n = 320,000) | AID 2445;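 active means activation above that plate's cutoff, the mean activation of tested compounds plus 3 SD, cut at about 6.6% in these data, passing the limit was not always enough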;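 further: 100% uses oxytocin at 75 nM as the full agonist control; some results filed as inactive read as strong as hits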
Target sequence (P30559 whole entry, looked up): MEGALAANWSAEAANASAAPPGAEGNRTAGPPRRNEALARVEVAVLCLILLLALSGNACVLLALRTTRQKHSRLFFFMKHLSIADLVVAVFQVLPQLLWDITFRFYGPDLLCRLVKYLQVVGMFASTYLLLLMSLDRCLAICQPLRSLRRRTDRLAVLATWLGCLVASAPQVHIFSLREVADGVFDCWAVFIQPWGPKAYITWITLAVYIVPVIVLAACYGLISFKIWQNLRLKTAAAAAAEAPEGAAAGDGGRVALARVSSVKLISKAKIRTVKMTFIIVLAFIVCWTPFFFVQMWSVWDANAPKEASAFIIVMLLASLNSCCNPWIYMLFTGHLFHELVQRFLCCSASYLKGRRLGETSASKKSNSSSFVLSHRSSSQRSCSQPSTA
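System: human OTR in CHO cells / Also added: sub-maximal oxytocin, roughly EC15 / Control set: EC15 oxytocin low, 75 nM oxytocin high / Schedule: 6 min compound pre-incubation at room temperature, 100 s kinetic read / Compound: single-point 3.0 µM / Replication: singlicate / Technique: Fluo-8 calcium dye fluorescence / Read-out basis: % activation of max/min ratio relative to oxytocin controls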
GPR7 antag: antagonists of human GPR7 (neuropeptides B/W receptor 1); AID 1861; P48145; inhibition, % at 4.4 µM; actives 1.1% (n = 290,000); GPR7-expressing cells, fluorescence antagonist assay; in the data active means inhibition above about 16%, passing the limit was not always enough;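 further: cells stimulated with the agonist NPW; 0% = agonist with vehicle and 100% = vehicle without agonist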
CHO-K1 Ca antag: M1 antagonist counterscreen hit in parental CHO-K1 cells | ATP-induced calcium, Fluo-8 fluorescence | inhibition, % at 3 µM | actives 0.6% (n = 360,000) | AID 602250;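 active means inhibition above a per-plate cutoff, the plate's mean sample inhibition plus 3 SD, cut at about 24% in these data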;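 further: 0% = DMSO plus EC80 ATP and 100% = DMSO alone without ATP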
OXTR agonist: agonists of human oxytocin receptor; P30559; CHO-OTR cells, Fluo-8 calcium fluorescence; normalized: DMSO 0%, oxytocin 100%; activation, % at 3 µM; actives 0.32% (n = 320,000);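 active means activation above the mean of all tested compounds plus 3 SD, cutoff set per screening run, cut at about 20% in these data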;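 further: peak over basal fluorescence ratio from a 100 s FLIPR kinetic read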
V1R ag counter: V1a receptor agonism, counter-screen for OXTR agonists. actives 0.25% (n = 320,000). P37288. CHO-V1R cells, Fluo-8 calcium fluorescence, agonist mode; 0% DMSO, 100% 3 nM vasopressin. activation, % at 3 µM;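 active means activation above the mean activation of all tested compounds plus 3 SD, per screening run, cut at about 20% in these data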;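 further: signal is peak over basal fluorescence ratio across a 100 second FLIPR read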
M1 ag parental: M1 agonist counterscreen hit in parental CHO-K1 cells; Fluo-8 calcium fluorescence; scaled to maximal ATP response, vehicle zero; activation, % at 3 µM; actives 0.48% (n = 360,000); AID 602248; in the data active means activation above about 15%;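 further: untransfected CHO-K1 host cells lacking M1 receptor as counterscreen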
* marks the source's active call; other numbers are inactive results; x = not tested or not shown.

mol	TAAR1 antagonist	M1 PAM parental	CHO parental Ca	OXTR potentiator	GPR7 antag	CHO-K1 Ca antag	OXTR agonist	V1R ag counter	M1 ag parental
CS(=O)(=O)c1ccc(CNC(=O)C2(C(F)(F)F)C/C(=C/CCO)CCCO2)cc1 (stereo not drawn)	-3	-1	-8	2	x	-9	-0.7	-0.4	0.1
COc1cc(/C=N/Nc2nc(C)cc(=O)[nH]2)cc(OC)c1O	-5	7	-7	-17	14	3	-0.9	0.1	0.3
CCCN(CCC)S(=O)(=O)c1ccc(C(=O)NCc2ccco2)cc1	-3	16	-9	-10	2	-8	-0.8	0.9	0.2
CCCn1nnc(NC(=S)NC(=O)/C=C/c2ccco2)n1	-26	18	-13	-4	-4	-11	0.0	1.4	1.3
Cc1nc2c(OCc3ccc(C(F)(F)F)cc3)cccn2c1N(C)C(=O)CCC1CCCC1	29	-5	x	x	x	0	x	x	1.0
CCOc1ccc(N=C2NN=C(c3cc(C)n(CC4CCCO4)c3C)CS2)cc1 (stereo not drawn)	-8	18	-7	4	-5	-13	-0.7	-1.0	0.0
O=C(O)c1cc(N/C(=N\S(=O)(=O)c2ccc(F)cc2)c2ccccc2)ccc1O	-11	2	x	x	x	-5	x	x	0.0
O=C(COc1ccccc1)Nc1ccc(CN2CCCCC2)cc1	-9	20	-5	4	-6	-12	2.6	2.1	0.8
Cc1cc(C2=NNC(=NC3CC3)SC2)c(C)n1Cc1ccco1	-1	22	-1	-8	-6	-10	-0.3	-0.1	0.7
O=C(Nc1cccc(Cl)c1N1CCCC1)c1cc2ccccc2o1	-16	10	-17	-7	-1	-14	1.6	0.6	0.3
COc1ccc(C(=O)Nc2cc(C)c(NC(=O)c3ccccn3)cn2)cc1	4	6	-9	1	-15	-5	2.9	2.5	3.2
CN1C(=O)N(CC(=O)Nc2ccc3c(c2)OCO3)C(=O)C12CCCCC2	-4	24	x	x	x	-11	x	x	0.5
CC(C)Oc1ccc(Cc2cnc(N)nc2N)cc1	8	-3	-2	-6	-12	-8	0.3	-0.3	0.6
Cc1ccc(-c2ccc(/C=C3\C(=O)ON=C3c3ccccc3)o2)c([N+](=O)[O-])c1	65*	20	-7	-4	-4	-6	-1.4	-0.9	-0.4
O=C1CCC([N+](=O)[O-])C(c2ccc(C(F)(F)F)cc2)N1 (stereo not drawn)	-15	9	-3	-1	x	-7	0.8	0.7	0.3
NS(=O)(=O)c1ccc(CCNC(=O)c2ccc3c(c2)OCCO3)cc1	-3	11	-2	-6	-13	1	0.6	0.2	0.1
COc1c(C)cc(C(=O)C2CCCN(C(=O)CCCn3cncn3)C2)cc1C (stereo not drawn)	-34	25	-12	4	9	-22	-0.6	-0.1	0.7
CCCc1cnc(N2CCN(S(C)(=O)=O)CC2)nc1	-37	14	0	5	-6	-11	-0.7	0.0	2.8
O=S(=O)(c1ccccc1)C1(C2CC(c3ccccc3)=NO2)CC(O)C1 (stereo not drawn)	6	3	-6	-1	-2	-11	0.3	-1.2	0.5
CCCCC(=O)Nc1cccc(C(C)O)c1 (stereo not drawn)	5	x	-3	2	1	x	0.2	0.8	x
Cn1c(CCc2ccccc2)nnc1SCC(=O)N1CCCC1	5	2	-20	0	-4	-1	0.8	0.9	0.3
O=C(Oc1cccc2ccccc12)c1cc(Cl)nc2ccccc12	-3	7	-22	-5	-1	8	1.1	0.3	-0.8
COC1(C)CC2C(CC1OC(=O)c1cc([N+](=O)[O-])cc([N+](=O)[O-])c1)C2(C)C (stereo not drawn)	-26	-4	-31	-12	8	-1	-1.9	-1.7	0.0
CCOc1c(C)cnc2c1c(=O)n(Cc1ccc(Cl)cc1)c(=O)n2C	-24	-10	-15	-10	1	-2	-1.0	-0.4	0.1
CCCCOc1ccc(/C=C/C(=O)N(CC)CC(=O)Nc2ccc3c(c2)OCCO3)cc1OC	-1	-6	-17	-13	x	-11	-1.9	0.7	0.0
COc1ccc2oc(=O)c(C(=O)Nc3ccccc3-c3ccccc3)cc2c1	4	10	x	x	x	-2	x	x	0.7
Cc1nnc(Nc2ccc3c(c2)ncn3C)c2ccccc12	-12	13	4	-1	-10	-4	-0.1	0.0	0.0
CCc1onc(C)c1C(=O)Nc1cc(C)ccc1OC	8	6	-2	-4	-4	-17	-2.2	-0.7	-0.3
COC(=O)c1c(C(=O)OC)c2n(c1C)CCC2	14	23	4	-4	-7	-8	-0.6	-0.6	0.0
COc1ccccc1Cn1c(=S)[nH]c2cc(C(=O)NCC3CCCO3)ccc2c1=O (stereo not drawn)	5	-3	-16	-15	-9	20	1.8	3.7	12
CC(C)=CC(=O)N1CCC(N2CCC(C(=O)NCC3CCCO3)CC2)CC1 (stereo not drawn)	-9	-18	0	-2	-4	8	-0.1	2.5	0.4
COc1ccccc1Oc1cc(F)nc(N)n1	-6	17	-6	6	8	-24	0.2	-0.3	0.9
O=C(Nc1ccc(CN2CCCCC2)cc1)Nc1ccccc1Cl	-5	-7	-4	-11	12	5	3.4	0.7	0.4
c1ccc2oc(-c3[nH]ncc3CN3CCC(N4CCSCC4)CC3)cc2c1	-13	-15	-18	-2	-13	20	0.6	0.5	-0.2
CCOc1cc(C(=O)N2CCC(CC3CC(c4cccc(Br)c4)=NO3)(C(=O)NCC3CCCCC3)CC2)cc(OCC)c1OCC (stereo not drawn)	-23	-10	-28	-24	-24	-10	-1.8	1.3	-0.3
OC1(c2ccccc2)CC(c2ccccc2)c2ccccc2O1 (stereo not drawn)	28	21	x	x	x	-21	x	x	-0.6
COc1cc(OC)cc(C(=O)Nc2ccc3c(c2)n(C)c(=O)n3C)c1	14	12	-2	-11	-23	-15	-0.2	-0.1	0.6
O=C(NCCCN1CCN(c2ccccc2F)CC1)C1CCC(=O)N1C1CCCCC1 (stereo not drawn)	0	19	-7	-4	-8	-19	1.8	0.3	0.2
O=C1C(Cl)=C(Nc2ccccc2)C(=O)c2ccccc21	2	10	24	-5	-11	-4	-1.9	-1.2	-0.1
COc1ccc(-c2nc3ccccc3c(=O)n2CCc2ccc(O)cc2)cc1	58*	-1	-8	-9	-9	7	4.4	6.2	6.3
Cc1ccc(C(=O)N(CCN(C)C)CC2CCCN(Cc3ccccc3F)C2)cc1C (stereo not drawn)	-21	12	-18	-9	7	-4	0.5	0.7	0.5
CC(=O)O[C@@H]1[C@H](OC(=O)CC(C)C)c2c(ccc3ccc(=O)oc23)OC1(C)C	36	11	17	-13	-11	-22	2.4	6.7	5.4
Cc1c(Cl)cnc(NC(=O)COC(=O)c2cccc(S(=O)(=O)N3CCc4ccccc4C3)c2)c1Cl	0	22	-15	-7	-8	-2	-0.3	-0.3	0.1
Cc1cccc(C)c1OCC(=O)Nc1ccc2c(c1)C(=O)NC2=O	-9	4	-10	-9	32*	-3	-1.7	1.1	4.9
CC1CCCC(NC(=O)COC(=O)c2ccccc2C(=O)N(C)C2CCCCC2)C1C (stereo not drawn)	5	15	x	x	x	-5	x	x	2.6
O=C(C[n+]1cc(-c2ccccc2)n2c1CCC2)c1cccs1	-8	-8	-10	-3	1	-11	-0.9	0.4	0.5
COc1ccc(-n2nc3c(c2NC(=O)COc2ccccc2F)CS(=O)(=O)C3)cc1	-18	-17	-9	-3	3	-7	-1.1	0.8	0.9
Cc1ccc(NC(=O)CCn2cnc3ccccc3c2=O)cc1	5	23	3	-15	-3	-11	-0.3	-0.2	0.6
O=C(NCCc1ccccc1)c1ccc2nc(N3CCOCC3)sc2c1	-11	-4	-3	-4	16	4	0.7	1.7	1.3
CCN1CCN(CC(O)COCc2cc(OC)c(OC)c(OC)c2)CC1 (stereo not drawn)	13	6	0	2	-16	0	0.7	0.3	0.3

Next section
mol	TAAR1 antagonist	M1 PAM parental	CHO parental Ca	OXTR potentiator	GPR7 antag	CHO-K1 Ca antag	OXTR agonist	V1R ag counter	M1 ag parental
Nc1ccc(O)cc1	x	x	-9	-10	x	x	-1.1	-0.2	x
CCOC(=O)C(C(=O)Nc1nccs1)C1CCCCC1 (stereo not drawn)	1	13	-10	-7	-13	13	-2.6	-0.2	0.1
Clc1ccc(OCc2nc(-c3ccncc3)no2)cc1	16	-13	-4	-6	-4	-1	1.0	3.8	1.5
CCNC(=O)C1(C)CCN(Cc2ccccc2-c2ccccc2)C1 (stereo not drawn)	0	-4	x	x	x	2	x	x	0.4
O=C(NCCC1CCCCN1S(=O)(=O)c1ccccc1)C(=O)NCCN1CCOCC1 (stereo not drawn)	-4	11	-12	10	x	-6	1.7	-0.1	0.8
Cc1nc2cc(C(F)(F)F)ccc2n1CCNc1nc(-c2ccc(F)cc2)cs1	9	14	-21	-3	3	-12	-0.1	1.2	1.6
CCSC1=C(C#N)C(c2cccc(OC)c2)CC(=O)N1 (stereo not drawn)	9	17	-6	-9	-6	0	-0.8	-0.1	0.6
Cc1ccc2c(c1)c1c(n2C)C(=O)CCC1	-12	10	-5	-8	3	-6	-2.9	-0.8	0.3

The order is random, and some 3.5% of all compounds hit somewhere here.
